GRK2 inh = human GRK2 inhibition via aptamer displacement; P25098; bead flow cytometry, FAM-aptamer displacement from GRK2; inhibition of aptamer binding, % at 10 µM; hit rate 0.59% among 330,000;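 active = inhibition of aptamer binding above 40%, roughly 3 SD of noise, on plates passing a quality check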;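 also: median bead fluorescence of bound FAM aptamer so fluorescent compounds give negative values; no value below 0 was filed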
procasp3 activ = activates human procaspase-3; activation, % at 8.5 µM; P42574; recombinant procaspase-3 D3A, Ac-DEVD-pNA absorbance 405 nm; hit rate 0.11% among 330,000;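 active = activation above the mean of all tested compounds plus 3 SD, cut at about 21% in these data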;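 also: 0% = DMSO alone and 100% = DMSO wells spiked with extra 5 µM PC-3 D3A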
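Assay system – Procaspase-3 D3A mutant, all three cleavage aspartates alanine · Controls – DMSO-only low control, 5 µM PC-3 D3A high control · Schedule – 1 h compound preincubation, 2 h substrate hydrolysis at 25 °C · Signal – 405 nm absorbance of p-nitroaniline, reads at 0 and 120 min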
VLA-4 inh = inhibition in a human VLA-4 binding assay | P13612 | VLA-4 expressing cells, ligand binding flow cytometry | inhibition, % (about 7 µM as worked out from the volumes in the protocol) | hit rate 0.2% among 330,000 | AID 2557; in the data active = inhibition above about 50%
JMJD2C inh = blocks human GASC-1 demethylase activity | AID 2099 | hit rate 0.069% among 330,000 | GST-JMJD2C(1-420) H3K9me3 demethylation, DELFIA europium | Q9H3R0 | inhibition, % at 2.35 µM;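 active = more than half of a compound's replicate wells show inhibition beyond 50%, single wells judged on their own value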;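 also: signal counts dimethyl H3K9 product captured on neutravidin plate; 0% = median of DMSO wells and 100% = 0.3 times that DMSO median; strong numbers were not always called active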
core dimer inh = blocks dimerization of HCV core protein; AID 1899; TR-FRET GST/Flag-core106 dimerization, 1536-well; hit rate 0.33% among 300,000; inhibition, % at 5 µM;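 active = inhibition above the mean of all tested compounds plus 3 SD, set per screening campaign, cut at about 45% in these data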
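Material: Tagged HCV core106 pair (GST and Flag) | Amount: GST-core106 13.5 nM, Flag-core106 17 nM | Medium: KF-containing HEPES buffer, pH 7.45, DTT, CHAPS, BSA | Reagent: Eu donor and XL665 acceptor anti-tag antibodies | Schedule: 4 h at 22.5 °C | Technique: Time-resolved FRET, ex 340 nm, em 617 and 671 nm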
Fh CTSL1 inh = cathepsin L1 inhibition, PFM18AAP counter-screen; recombinant F. hepatica cathepsin L1, Z-Leu-Arg-MCA fluorescence; inhibition, % at 5.96 µM; hit rate 0.49% among 300,000; AID 1906;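 active = inhibition above the mean of all tested compounds plus 3 SD, set per screening campaign, cut at about 17% in these data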;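 also: 0% = plate median of test compound wells and 100% = 1 µM Z-Phe-Ala-diazomethylketone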
procasp7 counter = counter-screen for procaspase-3 activators: activators of human procaspase-7 | P55210 | recombinant procaspase-7, Ac-DEVD-pNA absorbance 405 nm; D23A/D198A/D206A triple mutant, cannot self-cleave; scale: DMSO 0, 5 µM enzyme 100 | activation, % at 8.5 µM | hit rate 0.093% among 330,000;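 active = percent activation above the screen-wide mean plus 3 SD, cut at about 25% in these data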
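System: Uncleavable procaspase-7 mutant enzyme; Amount: 2 µM procaspase-7 mutant as dispensed; Schedule: 1 h compound preincubation, 2 h substrate cleavage, 25 °C; Measured by: 405 nm absorbance of p-nitroaniline; Evaluation: percent activation from buffer-corrected 0–120 min absorbance change; Control set: low DMSO alone, high DMSO plus 5 µM PC-7.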
PP1 inh = counter-screen for PP5 inhibitors: inhibitors of human PP1-alpha; P62136; purified PP1alpha, OMFP fluorescence; inhibition, % at 6.7 µM; hit rate 0.9% among 320,000;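 active = inhibition above the mean inhibition of all tested compounds plus 3 SD, computed separately for each screening campaign, cut at about 15% in these data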
Target sequence (P62136 whole entry, looked up): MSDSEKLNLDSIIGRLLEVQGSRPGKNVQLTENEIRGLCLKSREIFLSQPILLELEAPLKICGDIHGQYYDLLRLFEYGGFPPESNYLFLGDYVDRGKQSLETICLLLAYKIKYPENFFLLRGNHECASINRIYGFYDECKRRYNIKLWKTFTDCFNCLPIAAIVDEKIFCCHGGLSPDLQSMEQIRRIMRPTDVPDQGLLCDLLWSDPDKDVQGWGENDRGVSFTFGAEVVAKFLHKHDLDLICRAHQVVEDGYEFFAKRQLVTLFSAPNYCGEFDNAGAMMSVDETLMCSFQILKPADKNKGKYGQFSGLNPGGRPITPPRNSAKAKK
PP5 inh = inhibitors of human protein phosphatase 5 (PP5); purified PP5c, OMFP substrate fluorescence; hit rate 0.18% among 320,000; inhibition, % at 6.7 µM; P53041; AID 1987;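 active = inhibition above the campaign's mean inhibition across all tested compounds plus 3 SD, cut at about 9.5% in these data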;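 also: 0% = DMSO only and 100% = 100 µM cantharidin control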
Target sequence (P53041 whole entry, looked up): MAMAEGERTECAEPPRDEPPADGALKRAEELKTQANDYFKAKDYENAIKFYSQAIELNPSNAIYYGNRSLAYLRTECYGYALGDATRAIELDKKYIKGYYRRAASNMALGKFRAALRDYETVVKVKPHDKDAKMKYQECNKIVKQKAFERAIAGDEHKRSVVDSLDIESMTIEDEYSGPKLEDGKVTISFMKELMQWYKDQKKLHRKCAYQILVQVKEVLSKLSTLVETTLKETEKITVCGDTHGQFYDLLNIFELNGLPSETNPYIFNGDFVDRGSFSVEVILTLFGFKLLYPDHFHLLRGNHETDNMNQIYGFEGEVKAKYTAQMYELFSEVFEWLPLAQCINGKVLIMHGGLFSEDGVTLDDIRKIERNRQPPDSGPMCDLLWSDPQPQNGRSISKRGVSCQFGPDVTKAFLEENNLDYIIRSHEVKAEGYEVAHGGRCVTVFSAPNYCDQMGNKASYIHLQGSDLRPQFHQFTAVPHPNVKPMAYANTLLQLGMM
* hit, by the source's call; / = no result given.

SMILES	GRK2 inh	procasp3 activ	VLA-4 inh	JMJD2C inh	core dimer inh	Fh CTSL1 inh	procasp7 counter	PP1 inh	PP5 inh
Cc1c(OCC(=O)N[C@H](C(=O)O)c2ccccc2)ccc2c3c(c(=O)oc12)CCCC3	2	4	35	-10	1	1	-1	-2	3.8
O=C(COC(=O)Cc1ccccc1[N+](=O)[O-])NCc1ccccc1Cl	1	5	7	-5	1	-2	1	-7	4.3
CCCCn1c(N)c(N(CCC(C)C)C(=O)c2ccc(C)c(S(=O)(=O)N3CCOCC3)c2)c(=O)[nH]c1=O	4	-3	-3	-1	-1	-3	12	-5	0.8
CC1(C)Cc2ccccc2-c2nnc(-c3cccnc3)n21	100*	5	-1	2	0	-2	6	-5	-0.3
Cc1ccc(C)c(S(=O)(=O)N2CCN(C(=O)CNC(=O)c3ccc4ccccc4c3)CC2)c1	1	2	4	-11	6	2	-4	3	-0.5
COc1ccccc1NC(=O)COC(=O)CN1C(=O)C(=O)c2ccccc21	0	-7	8	1	4	-5	9	3	2.3
Cc1cc2cc(CN(Cc3cccs3)S(=O)(=O)c3ccc4c(c3)OCCO4)c(=O)[nH]c2cc1C	0	4	2	7	-1	-4	-8	-7	1.9
CCN(CC(=O)Nc1c(F)cccc1F)C(=O)c1cc([N+](=O)[O-])ccc1N1CCCCC1	3	0	-2	14	-1	-1	4	0	-1.1
COC(=O)c1[nH]c2cccc(OC)c2c1NC(=O)CCN1CCC(C(N)=O)CC1	0	1	2	3	-3	1	9	3	-1.3
O=C(Nc1ccc(S(=O)(=O)Nc2ncccn2)cc1)C1=COCCO1	2	0	20	5	7	-10	-3	2	-2.1
CS(=O)(=O)Nc1ccc(C(=O)NC2CCCCC2)cc1	4	-2	7	2	-6	2	-1	-1	0.1
CCCN(C1CCS(=O)(=O)C1)S(=O)(=O)c1ccc(F)cc1 (stereo not given)	8	4	5	0	-3	1	5	7	0.5
COc1ccc(C2=NN(C(=O)CCC(=O)O)C(c3ccccc3OC)C2)cc1 (stereo not given)	1	1	2	-2	10	2	-1	-1	-0.4
CCc1c(C)nc2nc(NC(C)=O)[nH]n2c1=O	0	9	9	0	3	-2	3	0	3.7
COc1cc2c(=O)n(CCC(=O)NCC3CCCO3)c(=O)n(CC(=O)Nc3ccc(C)cc3C)c2cc1OC (stereo not given)	2	0	-12	10	9	1	-2	1	1.2
O=C(CCS(=O)(=O)Cc1ccccc1F)NCc1ccccc1Cl	0	6	-3	3	3	1	0	-4	-0.2
CCN(CC)C(=O)CC1(c2ccccc2OC)CCOC(C(C)C)C1 (stereo not given)	3	-4	18	4	3	0	2	-1	0.7
CC1(C)Cc2nc3sc4c(SCC(=O)NCc5ccco5)ncnc4c3cc2CO1	2	-10	0	-2	9	3	0	-1	-1.3
Cc1noc(/C=C/N(C)C)c1S(=O)(=O)N1CCCC(C(=O)N2CCc3ccccc32)C1 (stereo not given)	0	-1	4	/	0	2	-1	-2	-0.6
O=C(N/C(=C/c1ccc(Br)cc1)C(=O)N1CCCCC1)c1ccccc1F	0	5	-4	13	1	5	-4	0	-1.1
Cc1ccc2nsnc2c1NC(=O)c1cccnc1Cl	3	-2	9	3	-4	1	-3	-4	4.0
CCOC(=O)C1=C(C)NC(=O)NC1C(C)C (stereo not given)	3	1	-8	2	6	-4	3	0	-0.7
COc1ccc(N2CCN(c3oc(COc4ccccc4)nc3C#N)CC2)cc1	1	3	20	/	2	1	-8	5	2.8
CCCOc1ccccc1C(=O)N(Cc1cccc(Br)c1)C1CCS(=O)(=O)C1 (stereo not given)	0	0	6	11	12	1	-7	6	4.3
c1ccc(CSCCc2ccncc2)cc1	0	-6	-3	2	0	-2	3	8	4.8
O=C(CN1CCN(Cc2ccccc2F)C1=O)NCc1ccco1	1	-2	-4	-5	-3	-2	1	-2	2.8
CCNC(=S)/N=C(/Nc1ccccc1)Nc1nc(C)cc(C)n1	2	-12	-19	-2	1	2	-6	-2	-1.2
CC1(C)CC(=O)C=C(Nc2ccccn2)C1	0	7	-1	7	1	1	0	-1	-2.4
CC1SC(=NC(=O)C(C)N2C(=O)c3ccccc3C2=O)NC1=O (stereo not given)	1	-10	20	30	-4	-1	4	2	0.3
COc1ccc(C(=O)NCC2OCCc3ccccc32)c(O)c1 (stereo not given)	0	-14	13	9	-1	0	1	-5	0.4
CC(C)C(c1nnnn1Cc1cccs1)N1CCN(C(=O)c2ccco2)CC1 (stereo not given)	2	-6	1	16	1	-2	-6	-7	-0.2
C=CCNC(=O)C1CCN(C(=O)c2ccc(-c3ccccc3)cc2)CC1	0	-1	12	6	1	3	3	-1	-1.4
CC(C)[C@H](CO)N(Cc1cccc(F)c1)c1nc(Nc2cccc(Cl)c2)c2ncn(C(C)C)c2n1	0	7	0	11	10	0	4	8	2.8
CCN(C(=O)c1cc2c(=O)n3ccccc3nc2n1CCCOC)C1CCCCC1	7	-3	7	40	1	-3	-7	1	3.2
CCC1NC(=O)c2ccccc2N1c1cccc(Cl)c1 (stereo not given)	1	-6	1	8	5	4	8	1	2.3
CCCCCC(C)NC(=O)c1cc(S(=O)(=O)N2CCCCC2)ccc1N1CCOCC1 (stereo not given)	0	9	8	-3	/	/	-6	1	0.8
CCOC(=O)N1CCN(C(=O)CN2C(=O)CC(C)(C)S(=O)(=O)c3ccccc32)CC1	0	-1	-6	-1	0	1	1	-6	0.1
O=C(COc1ccc([N+](=O)[O-])cc1Cl)NCC1CCCO1 (stereo not given)	0	-1	-13	12	-17	2	-8	2	-1.6
Cc1cn2c(=O)c(C(=O)NCc3ccc4c(c3)OCO4)cnc2s1	0	1	10	3	-7	4	13	-2	-1.2
Cc1cc2c(cc1S(=O)(=O)NCc1ccccc1)OCC(=O)N2	0	-6	-7	3	15	-1	-4	4	0.1
COC(=O)c1c(NC(=O)CC2SCC(C(=O)OC)NC2=O)sc2c1CCCC2 (stereo not given)	0	4	26	15	5	-1	8	2	-2.2
CC1(c2cccc3ccccc23)NC(=O)N(CC(=O)NC2CCS(=O)(=O)C2)C1=O (stereo not given)	0	-1	20	1	3	0	-4	8	-0.1
Cc1c(C)c2c(OCC(=O)NC3CC3)cc3c(c2oc1=O)CCC(C)(C)O3	0	3	14	0	-2	-2	-6	1	5.0
Nc1ncc(-c2nnnn2-c2ccc(Cl)cc2)c(-c2ccc(Cl)cc2)n1	0	6	0	52	2	0	17	-2	1.9
O=C(CN1C(=O)NC2(CCCc3ccccc32)C1=O)NCCc1ccc(F)cc1 (stereo not given)	2	3	7	-9	/	/	2	/	/
Oc1ccc(C=NC2CCCCC2)c(O)c1	1	-9	9	6	3	-1	1	-2	0.2
CCCn1c(N)c(C(=O)CSc2nc(C)cs2)c(=O)[nH]c1=O	1	3	6	10	-5	2	7	-2	0.6
O=C(Nc1ccccc1NC(=O)c1csnn1)c1csnn1	0	-5	11	-5	-1	28*	-10	-1	-1.0
Cc1ccc(CNC(=O)N2CCN(c3ccc(C)cc3)CC2)cc1	2	-1	12	-7	1	0	2	1	-1.2
C#CCOCCOCCOCCNc1nc(N2CCN(C(=O)[C@H]([C@@H](C)CC)n3cc([C@@H](N)CO)nn3)CC2)nc(N2CCN(C(=O)[C@H]([C@@H](C)CC)n3cc([C@@H](N)CC(C)C)nn3)CC2)n1	0	1	9	-5	3	8	-1	-2	0.1
The list goes on.
SMILES	GRK2 inh	procasp3 activ	VLA-4 inh	JMJD2C inh	core dimer inh	Fh CTSL1 inh	procasp7 counter	PP1 inh	PP5 inh
O=c1cnn(-c2ccccc2)c(-c2ccccc2)c1	3	2	18	0	4	-2	-1	-4	2.5
O=C(CN1CCCCCC1)NCc1ccccc1	0	1	16	-1	1	2	9	-4	0.5
O=C(O)C(c1ccccc1)N1C(=O)/C(=C/c2cccs2)SC1=S (stereo not given)	0	-12	-5	-2	2	-2	-23	-1	-0.4
CCn1c(SCC(=O)Nc2oc(-c3ccccc3)c(-c3ccccc3)c2C#N)nnc1-c1ccco1	1	-2	23	5	36	1	6	18*	1.0

Assay outcomes as filed in PubChem.
